RAD54 branch – blocks human RAD54 Holliday junction branch migration | Q92698 | FAM/BHQ fluorescence | inhibition, % at 10.4 µM | actives 0.14% (n = 360,000) | AID 602329;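 active means mean normalized replicate activity at least 40 and at least half of replicates scoring 40 or more; inconclusive means only one of the two criteria met; inactive means mean below 40 and under half of replicates reaching 40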;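 further: 0% = median of neutral control wells and 100% = median of positive control wells; inhibitors cause a drop in the FAM fluorescence signal; in these data hits start at about 50%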
Target sequence (Q92698 whole entry, looked up): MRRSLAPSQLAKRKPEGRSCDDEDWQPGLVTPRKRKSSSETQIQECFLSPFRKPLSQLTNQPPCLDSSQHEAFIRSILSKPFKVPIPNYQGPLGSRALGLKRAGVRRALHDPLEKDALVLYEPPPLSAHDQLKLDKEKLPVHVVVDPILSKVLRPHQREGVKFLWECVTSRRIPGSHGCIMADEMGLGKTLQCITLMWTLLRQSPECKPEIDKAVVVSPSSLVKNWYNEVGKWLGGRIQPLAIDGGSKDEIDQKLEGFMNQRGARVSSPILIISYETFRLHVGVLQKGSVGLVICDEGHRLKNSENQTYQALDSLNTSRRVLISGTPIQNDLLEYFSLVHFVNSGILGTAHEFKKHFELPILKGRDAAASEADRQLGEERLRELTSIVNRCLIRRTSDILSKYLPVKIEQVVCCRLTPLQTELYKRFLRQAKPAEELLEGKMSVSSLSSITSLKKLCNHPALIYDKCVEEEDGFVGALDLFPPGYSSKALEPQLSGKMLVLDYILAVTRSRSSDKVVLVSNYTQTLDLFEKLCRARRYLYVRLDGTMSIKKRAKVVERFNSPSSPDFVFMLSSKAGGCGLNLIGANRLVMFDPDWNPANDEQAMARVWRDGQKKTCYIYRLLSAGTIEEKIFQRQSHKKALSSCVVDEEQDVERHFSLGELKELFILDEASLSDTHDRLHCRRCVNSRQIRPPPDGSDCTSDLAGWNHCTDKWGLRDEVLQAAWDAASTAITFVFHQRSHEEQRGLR
esBAF inh – blocks esBAF chromatin remodeling in mouse ES cells; Bmi1-luciferase knock-in reporter, 24 h; 100% = twice the neutral-well signal; reporter increase, % at 12.5 µM; actives 2% (n = 350,000); AID 602393; in the data active means activation above about 40%; inconclusive means no clear call, values can overlap the other calls;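 further: 0% = median of the plate's neutral control wells and 100% = double that signal; a rise in the Bmi1 reporter signal indicates esBAF inhibition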
Starred values were filed as active, the others as inactive; ? = inconclusive.

Preview, 5 compounds:
The line under a structure holds: RAD54 branch	esBAF inh
#1 CCS(=O)(=O)N1CCCC(C(=O)N2CCC3(CC2)OCCO3)C1 (stereo unspecified)
→ -9	-8
#2 CCCc1nc2ccccc2c(=O)n1-c1ccccc1OC
→ 6	23
#3 O=c1c(C=NCCN2CCNCC2)c(O)n(C2CCCCC2)c(=O)n1C1CCCCC1
→ 7	-3
#4 Cc1cc(OCC(=O)O)c2c3c(c(=O)oc2c1)CCCC3
→ 1	-16
#5 COc1ccc(CCNCc2ccccc2F)cc1OC
→ -1	-1

This part in full (from the top)
The line under a structure holds: RAD54 branch	esBAF inh
#1 CCS(=O)(=O)N1CCCC(C(=O)N2CCC3(CC2)OCCO3)C1 (stereo unspecified)
→ -9	-8
#2 CCCc1nc2ccccc2c(=O)n1-c1ccccc1OC
→ 6	23
#3 O=c1c(C=NCCN2CCNCC2)c(O)n(C2CCCCC2)c(=O)n1C1CCCCC1
→ 7	-3
#4 Cc1cc(OCC(=O)O)c2c3c(c(=O)oc2c1)CCCC3
→ 1	-16
#5 COc1ccc(CCNCc2ccccc2F)cc1OC
→ -1	-1
#6 O=c1[nH]c(N2CCN(Cc3ccc4c(c3)OCO4)CC2)nc2c1CCC2
→ -4	-3
#7 NCC(CC(=O)O)c1ccc(Cl)cc1 (stereo unspecified)
→ 6	-1
#8 CC(=O)N1CN2CN(C(C)=O)CC(C(=O)c3ccc(Br)cc3)(C2)C1
→ -5	-5
#9 Fc1ccc2c(c1)nnn2C1CCN(Cc2c(Cl)cccc2Cl)CC1
→ -1	-20
#10 O=C1NC(=S)N(c2ccc(F)cc2)C(=O)/C1=C\c1ccoc1
→ -10	-8
#11 CCOC(=O)c1c(C)n(CCN2CCN(C)CC2)c2ccc(OC)cc12
→ 39	-9
#12 O=C(NCC(c1cccnc1)N1CCN(c2ccccc2)CC1)Oc1ccccc1 (stereo unspecified)
→ 7	2
#13 O=C(CN1CCCC1=O)Nc1ccccc1
→ -7	-3
#14 CC12CCCCC1=NC(c1ccc(Br)cc1)N2O (stereo unspecified)
→ 10	-5
#15 COc1ccc(CCn2c(O)c(C=NCCCO)c(=O)[nH]c2=O)cc1OC
→ 3	0
#16 COc1cc(CN2CCN(C(=O)COc3ccccc3)CC2)cc(OC)c1OC
→ 9	4
#17 CN(C)c1nc(-c2ccccc2)[n+](C)s1
→ -13	-8
#18 CCN(CC)S(=O)(=O)c1ccc(N=Cc2c(O)n(-c3ccccc3)c(=O)[nH]c2=O)cc1
→ -1	-11
#19 COc1ccc(CC2C(=O)NC(=O)NC2=O)c(OC)c1
→ -16	-5
#20 Cn1c(O)c(C=NC2CC3CCC2(C)C3(C)C)c(=O)[nH]c1=O (stereo unspecified)
→ -10	6
#21 O=C(c1ccc2c(c1)ncn2C1CCCCCC1)N1CCC2(CC1)OCCO2
→ -9	0
#22 COc1ccc(C=C2C(=O)N(C)C(=O)N(C)C2=O)cc1CSc1ccccn1
→ 7	2
#23 COc1ccc(Cn2c(O)c(C=NCCN3CCOCC3)c(=O)[nH]c2=O)cc1
→ -1	-1
#24 Cc1cccc(C(=O)Nc2ccc3c(c2)CC2(C(=O)N(C)C(=O)N(C)C2=O)C2CCCN32)c1 (stereo unspecified)
→ -12	9
#25 CCOc1ccc(C2(C#N)CC[N+](C)(C)CC2)cc1
→ -12	-6
#26 COCCCn1c(N)c(C(=O)OC(C)COC)c2nc3ccccc3nc21 (stereo unspecified)
→ 6	2
#27 CN(C)Cc1ccccc1OC(=O)N(C)C
→ 5	-9
#28 Cc1ccc(S(=O)(=O)N(C)CCCC(=O)N2CCN(c3ccccn3)CC2)cc1
→ 1	-3
#29 COP(=O)(OC)C1(Nc2ccc(C)cc2)CCCCC1
→ 8	-4
#30 CCOC(=O)c1c(C)n(Cc2ccco2)c2ccc(OC)cc12
→ 2	1
#31 COc1cc2c3c(c1OC)-c1cc(O)ccc1CC3NCC2 (stereo unspecified)
→ 0	-3
#32 CC1=CC(C)C(COC(N)=O)(COC(N)=O)C(C)C1 (stereo unspecified)
→ 2	0
#33 O=C(O)CP(=O)(O)c1ccc(Cl)cc1
→ 5	-4
#34 CCN(CC)Cc1c[nH]c2ccccc12
→ -9	10
#35 CCCCOP(=O)(OCCCC)/C(C#N)=C(/C)O
→ -1	-10
#36 O=C(c1cc(-c2ccc(Cl)cc2)n(-c2ccc(Cl)cc2Cl)n1)N1CCOCC1
→ 1	-7
#37 CN(C)CCCN=Cc1c(O)n(CCc2ccccc2)c(=O)[nH]c1=O
→ -37	2
#38 O=C(c1ccc2nc(-c3ccco3)c(-c3ccco3)nc2c1)N1CCC2(CC1)OCCO2
→ -17	-7
#39 Cn1c(O)c(C(c2ccncc2)c2c(O)n(C)c(=S)n(C)c2=O)c(=O)n(C)c1=S
→ -17	-1
#40 CCc1nc2ccccc2c(=O)n1-c1cccc(OC)c1
→ 2	1

Compound profiles (already shown). Values in the order: RAD54 branch	esBAF inh
CC1=CC(C)C(COC(N)=O)(COC(N)=O)C(C)C1 (stereo unspecified) in the list: 2	0
O=C(O)CP(=O)(O)c1ccc(Cl)cc1 in the list: 5	-4
COc1cc2c3c(c1OC)-c1cc(O)ccc1CC3NCC2 (stereo unspecified) in the list: 0	-3
CN(C)CCCN=Cc1c(O)n(CCc2ccccc2)c(=O)[nH]c1=O in the list: -37	2
O=C(c1cc(-c2ccc(Cl)cc2)n(-c2ccc(Cl)cc2Cl)n1)N1CCOCC1 in the list: 1	-7

(next part)
The line under a structure holds: RAD54 branch	esBAF inh
#41 O=C(c1ccccc1)c1cn(CC(=O)N2CCOCC2)c2ccccc12
→ 5	-9
#42 CCOC(=O)c1c(-n2c(C)cc(C=C3C(=O)NC(=S)NC3=O)c2C)sc2c1CCCC2
→ -11	-4
#43 CCC(=NCCCO)c1c(O)n(-c2ccc(OC)cc2)c(=O)[nH]c1=O
→ -2	-9
#44 CN1C(=O)N(C)C(=O)C2(Sc3ccccc3C2=O)C1=O
→ 3	-2
#45 COc1ccc2c(c1)CC1(CN2C)C(=O)NC(=O)N(c2ccc(C)cc2)C1=O (stereo unspecified)
→ -8	4
#46 Cc1nn(C)cc1/C=C1/CC2C3CC=C4CC(O)CCC4(C)C3CCC2(C)C1=O (stereo unspecified)
→ 6	2
#47 CCCc1nc2ccccc2c(=O)n1-c1cccc(OC)c1
→ -4	-5
#48 O=C(C(Cc1ccccc1)NS(=O)(=O)c1ccc(F)cc1)N1CCC2(CC1)OCCO2 (stereo unspecified)
→ 0	-6
#49 CC(=NCc1cccnc1)c1c(O)n(-c2ccccc2)c(=O)[nH]c1=O
→ -7	13
#50 CCCCn1c(O)c(C(C)=Nc2ccc(OCC)cc2)c(=O)[nH]c1=O
→ -9	0

The final 2 compounds of the section above are carried over, then new ones follow.
The line under a structure holds: RAD54 branch	esBAF inh
#49 CC(=NCc1cccnc1)c1c(O)n(-c2ccccc2)c(=O)[nH]c1=O
→ -7	13
#50 CCCCn1c(O)c(C(C)=Nc2ccc(OCC)cc2)c(=O)[nH]c1=O
→ -9	0
#51 O=c1c2ccccc2nc(CSc2ncnc3nc[nH]c23)n1-c1ccc(Cl)c(Cl)c1
→ 6	?
#52 CN(C=O)CP(=O)(O)CN(C)C=O
→ -7	-4
#53 O=C(O)CC1OCC=C2CN3CCC45C6=CC(=O)C(=O)C([N+](=O)[O-])=C6NC4C1C2CC35 (stereo unspecified)
→ 10	-8
#54 Cc1cc(Cl)ccc1OCC(=O)N1CCN(C)CC1
→ -3	10
#55 Cc1ccc(S(=O)(=O)N2CC3CC(C2)c2cccc(=O)n2C3)cc1 (stereo unspecified)
→ -6	8
#56 O=C1NC(=O)N(c2ccc3c(c2)OCO3)C(=O)/C1=C/c1ccc(N2CCCCC2)o1
→ -129	-5
#57 O=C(CN1C(=O)CN=C(c2ccccc2Cl)c2cc(Cl)ccc21)NCc1ccco1
→ 3	-11
#58 OCC12CO[C@@H]3c4ccccc4[C@H](OC1)N32 (stereo partly specified)
→ -1	2
#59 O=c1c2ccccc2nc(-c2ccco2)n1-c1ccncc1
→ -4	-2
#60 COC(=O)C1=C(c2ccc(C(C)=O)cc2)C[C@@H]2CC[C@H]1N2C(=O)NCC1CC1
→ -3	-5
#61 Cc1ccc(C(=O)C2CN(C)CC2C(=O)c2ccc(C)cc2)cc1 (stereo unspecified)
→ 3	60*
#62 Cc1nc2cc(C(F)(F)F)ccc2n1C1CCN(Cc2nnnn2CCc2ccccc2)CC1
→ -8	4
#63 CC(=O)O[C@@H]1/C=C/[C@](C)(O)C[C@@H](C)C/C=C/[C@H]2[C@@H]3O[C@]3(C)[C@@H](C)[C@H]3[C@H](Cc4ccccc4)NC(=O)[C@@]312
→ -16	-11
#64 O=C(Nc1ccccc1OC(=O)N1CCOCC1)N1CCOCC1
→ 1	-1
#65 CNP1(NC)=Nc2nn(-c3ccccc3)c(N)c2C(c2ccccc2)=N1
→ 11	5
#66 COc1ccc(C2SCC(=O)Nc3c2c(C)nn3-c2ccccc2)cc1OC (stereo unspecified)
→ -6	10
#67 C=CCn1c(O)c(C(CC)=Nc2ccc(N(CC)CC)cc2)c(=O)[nH]c1=O
→ -7	5
#68 C=CCn1c(O)c(C(C)=NCc2ccco2)c(=O)[nH]c1=O
→ -8	-7
#69 O=c1[nH]c(=O)n(CCc2ccccc2)c(O)c1C=NCCN1CCNCC1
→ 2	-1
#70 COc1ccc(C(=O)C2(C)N(O)C(C)C(c3cccs3)=[N+]2[O-])cc1 (stereo unspecified)
→ 3	-4

Three records drawn at random from the list so far:
The line under a structure holds: RAD54 branch	esBAF inh
#52 CN(C=O)CP(=O)(O)CN(C)C=O
→ -7	-4
#2 CCCc1nc2ccccc2c(=O)n1-c1ccccc1OC
→ 6	23
#49 CC(=NCc1cccnc1)c1c(O)n(-c2ccccc2)c(=O)[nH]c1=O
→ -7	13

The list goes on:
The line under a structure holds: RAD54 branch	esBAF inh
#71 Cc1ccc(-n2c(-c3cccs3)nc3ccccc3c2=O)cc1
→ -7	6
#72 O=C(CNS(=O)(=O)c1cccs1)N1CCC2(CC1)OCCO2
→ -8	12
#73 O=C(NCc1ccccn1)c1ccccc1Cl
→ -2	6
#74 C=CCN1C(=O)NC(=O)/C(=C/c2cnc(SC)nc2)C1=O
→ -14	-8
#75 CCCCn1c(O)c(C(C)=NCCc2ccccc2)c(=O)[nH]c1=O
→ -9	-5
#76 CCCCCSc1cc(OC)c(CCNC)cc1OC
→ 4	-6
#77 O=C(c1cc2c(s1)-c1ccccc1OC2)N1CCC2(CC1)OCCO2
→ -1	36
#78 Cc1cc(C)c(C2=NOC(O)(C(F)(F)F)C2)c(=O)[nH]1 (stereo unspecified)
→ 2	-4
#79 COc1ccc(C(CC(=O)N2CCC3(CC2)OCCO3)NS(=O)(=O)c2ccc(OC)cc2)cc1 (stereo unspecified)
→ 1	0
#80 O=C(c1cc(Br)ccc1Cl)N1CCC2(CC1)OCCO2
→ -2	-2
#81 COC(=O)C1=C(c2ccc(F)cc2F)C[C@@H]2CC[C@H]1N2C(=O)NCCOc1ccc(OC)cc1
→ -1	-9
#82 CCCCCCn1c(N)c(C(=O)NCCN2CCOCC2)c2nc3ccccc3nc21
→ 2	-6
#83 CC(=O)OC1(c2ccccc2)CCN(C)C2CCCCC21 (stereo unspecified)
→ 2	-1
#84 CC(=O)Nc1ccc(S(=O)(=O)NC(CC(=O)N2CCC3(CC2)OCCO3)C(C)C)cc1 (stereo unspecified)
→ 12	-12
#85 CCCCOc1ccc(CN2CCN(CC)CC2)cc1
→ 3	11
#86 OCCNc1c2c(nc3ccccc13)CCCC2
→ 21	-5

Screens from PubChem.

The list is partial; count on the stated rates, not on these rows.
